Screens: PubChem BioAssay, The Scripps Research Institute Molecular Screening Center
GPR151 ag: activators of human GPR151. Q8TDV0. PathHunter beta-arrestin GPR151 cells, luminescence. activation, % at 11.2 µM. actives 1% (n = 650,000). AID 1508602; in the data active means activation above about 4.9%;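 further: 0% = median of compound wells and 100% = cells with positive control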
TEAD-YAP inh: TEAD-YAP interaction inhibition. HEK-TIYL cells, TEAD-Gal4/YAP UAS-luciferase luminescence. inhibition, % at 9.12 µM. actives 1.4% (n = 640,000); in the data active means inhibition above about 32%;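 further: 0% = median of test compound wells and 100% = reference inhibitor wells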
FBW7 activator: human FBW7 E3 ligase activation, primary screen. Q969H0. AlphaScreen FBW7–phospho-cyclin E peptide binding, activator screen. normalized activity (activation), % at 26.1 µM. actives 0.13% (n = 650,000). AID 1259310; in the data active means normalized activity above about 1.9%;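 further: purified mutant Fbw7 with reduced substrate affinity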
Target sequence (Q969H0 whole entry, looked up): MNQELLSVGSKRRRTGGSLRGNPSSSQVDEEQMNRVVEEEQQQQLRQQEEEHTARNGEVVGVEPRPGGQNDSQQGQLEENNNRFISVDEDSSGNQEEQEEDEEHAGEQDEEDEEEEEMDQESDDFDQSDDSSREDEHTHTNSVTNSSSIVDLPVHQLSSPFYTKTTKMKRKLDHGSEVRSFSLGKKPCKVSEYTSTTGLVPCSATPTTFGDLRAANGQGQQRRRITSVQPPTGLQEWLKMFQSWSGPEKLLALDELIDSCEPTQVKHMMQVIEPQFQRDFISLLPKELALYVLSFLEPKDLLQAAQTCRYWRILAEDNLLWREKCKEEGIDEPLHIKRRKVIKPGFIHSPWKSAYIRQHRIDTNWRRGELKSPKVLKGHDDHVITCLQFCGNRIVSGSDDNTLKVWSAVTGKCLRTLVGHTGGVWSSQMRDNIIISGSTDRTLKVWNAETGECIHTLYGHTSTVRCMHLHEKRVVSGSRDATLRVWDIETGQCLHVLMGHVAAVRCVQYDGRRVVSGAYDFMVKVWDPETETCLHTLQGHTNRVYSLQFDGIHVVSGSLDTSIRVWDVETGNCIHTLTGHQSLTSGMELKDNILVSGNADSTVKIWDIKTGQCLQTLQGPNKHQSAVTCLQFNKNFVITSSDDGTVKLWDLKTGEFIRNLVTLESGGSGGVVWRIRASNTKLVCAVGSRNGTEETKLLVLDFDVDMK
MITF inh: blocks human microphthalmia-associated transcription factor; actives 0.91% (n = 650,000); O75030; AlphaScreen MITF homodimerization, bead proximity signal; inhibition, % at 2.6 µM; in the data active means inhibition above about 50%;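 further: 0% = vehicle wells with protein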
The depositor's hits bear a star; & = joins results of further samples.

entry | canonical_smiles | GPR151 ag | TEAD-YAP inh | FBW7 activator | MITF inh
1 | O=C(CSc1nccn1-c1ccccc1)Nc1ccc(Br)cc1 | -0.1 | -31 | -0.1 | 1
2 | CCOc1ccccc1NC(=O)c1ccc(F)c(S(=O)(=O)N(CC)CC)c1 | -0.4 | -3 | -0.1 | 7
3 | CC1CCCN(C/C=C/c2ccc(N(C)C)cc2)C1 (centres undefined) | 0.2 | 2 | -0.2 | 25
4 | COc1ccc(NC2CCN(c3nccc(OC)n3)CC2)cc1 | 0.1 | -5 | 0.1 | 29
5 | COC(=O)c1ccc(Oc2nc(NC(C)(C)C)nc(SC)n2)cc1 | 0.8 | 5 | -0.1 | -2
6 | COc1ccc(NS(=O)(=O)c2ccc3c(c2)CCN3C(=O)C2CCC2)cc1 | 0.1 | 21 | -0.1 | -7
7 | O=C(O)/C=C/C(=O)Nc1ccc(Cl)cc1 | -2.0 | 1 | 0.1 | 12
8 | Cc1ccc(C(=O)c2sc3nc4c(cc3c2N)C(=O)CCC4)cc1 | -2.3 | 47* | 0.0 | -12
9 | COCc1nc2c([nH]1)c(=O)n(C)c(=O)n2CC(C)C | 0.9&-1.0 | -5 | 0.5&0.0 | 2&-1
10 | COC(=O)c1ccc(CNc2cc(OC)ccc2OC)cc1 | -0.7 | 0 | -0.1 | -1
11 | Cc1ccc(OCC(=O)Nc2ccccc2C(N)=O)c(C)c1 | 1.9 | -43 | 0.4 | 1
12 | CN1CCc2c1nc1ccccc1c2NC(=O)CNC1CC1 | -0.5 | -7 | -0.1 | 53*
13 | O=S(=O)(c1cccc(Cl)c1Cl)N1CCCCC1 | -1.3 | -3 | 0.0 | -8
14 | Cc1cc(-c2nc3cccnc3s2)ccc1NS(=O)(=O)c1ccc2c(c1)OCCO2 | -0.1 | -8 | -0.1 | -1
15 | O=C(c1ccccc1)c1ccccc1C(=O)N1CCC(c2nnc(C3CC3)o2)CC1 | -0.1 | 11 | 0.1 | -7
16 | CCN(CC)C(=O)C1CCCN(c2cc(C(=O)NC3CC3)c3ccccc3n2)C1 (centres undefined) | 2.2 | 0 | 0.0 | 18
17 | CCC(C)OC(=O)Nc1nonc1C (centres undefined) | -1.2 | -4 | 0.1 | 2
18 | CC(=O)NC1=NC(=O)/C(=C/c2cn(Cc3ccc(Cl)c(Cl)c3)nc2-c2ccccc2)S1 | 1.1 | -3 | -0.1 | -3
19 | CC(C)N1CCN(C(=O)CC2(c3ccccc3)CC(=O)N(CCc3ccccn3)C2=O)CC1 (centres undefined) | 0.6 | -7 | 0.1 | 19
20 | Cc1ccc(C)c(Cc2c(C)nc3c(C(=O)NCC4CCCO4)cnn3c2C)c1 (centres undefined) | 2.0 | -5 | -0.1 | 0
21 | CCOc1ccccc1C=Nc1ccc(OC)cc1 | 0.2 | -16 | 0.0 | 5
22 | COc1ccc(/C=C2/N=C(SCC(=O)Nc3cc(C)on3)N(c3ccccc3)C2=O)cc1 | 0.5 | -11 | -0.1 | 2
23 | CCOC(=O)c1ccccc1N(C)S(C)(=O)=O | 4.6 | -2 | 0.1 | -13
24 | CC(=O)N1CCc2c(sc(NC(=O)c3ccc(S(=O)(=O)N4CCCCCC4)cc3)c2C(N)=O)C1 | -0.5 | 18 | 0.1 | 2
25 | Cc1nnc(NC(=O)COc2ccccc2[N+](=O)[O-])s1 | -0.9 | -4 | 0.6 | -11
26 | Cc1cccc(NC(=O)CC2C(=O)Nc3ccccc3N2C(=O)c2cccc([N+](=O)[O-])c2)c1 (centres undefined) | 1.0 | 4 | -0.1 | 3
27 | CNc1nc2ccccc2n1CC(=O)c1ccccc1 | 0.6 | -67 | -0.1 | 4
28 | CCCCOC(=O)C1=C(C)NC(=S)NC1c1ccccc1OCC (centres undefined) | 0.5 | 1 | 0.1 | -5
29 | Cc1cc(C(=O)COC(=O)c2ccc(Cl)cc2N)c(C)n1-c1ccc2c(c1)OCO2 | -0.2 | -5 | -0.3 | 7
30 | CCOC(=O)C1CCCN(S(=O)(=O)c2ccc(F)c(C(=O)Nc3ccc(Br)cc3F)c2)C1 (centres undefined) | -1.5 | -5 | -0.1 | -1

Two records picked at random from the list so far, as already listed:
entry | canonical_smiles | GPR151 ag | TEAD-YAP inh | FBW7 activator | MITF inh
30 | CCOC(=O)C1CCCN(S(=O)(=O)c2ccc(F)c(C(=O)Nc3ccc(Br)cc3F)c2)C1 (centres undefined) | -1.5 | -5 | -0.1 | -1
16 | CCN(CC)C(=O)C1CCCN(c2cc(C(=O)NC3CC3)c3ccccc3n2)C1 (centres undefined) | 2.2 | 0 | 0.0 | 18

(next part)
entry | canonical_smiles | GPR151 ag | TEAD-YAP inh | FBW7 activator | MITF inh
31 | CCC1(C)Cc2c(sc3nc4n(c(=O)c23)CCCS4)CO1 (centres undefined) | -1.1 | 10 | -0.1 | -6
32 | Cc1cc(NC(=O)Cc2ccccc2)ccc1O | -0.6 | -11 | -0.1 | -8
33 | O=C(CN1CCN(S(=O)(=O)c2cccc([N+](=O)[O-])c2)CC1)Nc1cccc(F)c1 | -1.5 | 8 | -0.1 | -4
34 | COc1ccc(C(=O)NCCc2csc(-c3cccnc3)n2)c(OC)c1 | -0.1 | 4 | 0.3 | 8
35 | O=C(CN1Cc2ccccc2C1)N1CCCC(c2ncncc2-c2ccncc2)C1 (centres undefined) | 0.2 | 4 | 3.3* | 16
36 | CN1CCN(c2ccc(-c3cccc(C(=O)NCCOc4ccccc4)c3)cc2)CC1 | 0.4 | -9 | -0.1 | 8
37 | O=C(COC(=O)c1ccc(Cl)cc1[N+](=O)[O-])NC1CC1 | -1.0 | -1 | 0.0 | -2
38 | O=C(c1ccc(Br)cc1)c1cc2ccc(O)cc2oc1=O | -5.7 | -8 | 0.0 | -6
39 | O=C(Nc1cccc(C(F)(F)F)c1)c1cc([N+](=O)[O-])ccc1NCc1cccnc1 | 0.3 | 0 | 0.1 | 10
40 | COc1ccc(C2/C(=C(/O)c3ccc(C)cc3)C(=O)C(=O)N2c2ccccn2)cc1OC (centres undefined) | 0.4 | -3 | 0.0 | 2
41 | CCN(Cc1ccccc1)C(=O)c1ccccc1C | -0.2 | -12 | 0.1 | 7
42 | Cc1ccc(-c2nc3scc(CCNC(=O)C(=O)Nc4ccc(Cl)cc4)n3n2)cc1 | 1.2 | 1 | 0.3 | 11
43 | O=c1cc(C(F)(F)F)nc2nc[nH]n12 | -0.6 | -1 | 0.1 | 9
44 | O=C(/C=C/c1ccc(F)cc1)Nc1ccccc1F | -9.1 | 79* | 0.1 | 10
45 | O=C1COc2ccc(NCC(O)C(F)(F)F)cc2N1 (centres undefined) | 3.4 | 6 | -0.1 | 2
46 | CC(C)n1cnc2c(Nc3ccc(N4CCOCC4)cc3)nc(-c3cccc(N)c3)nc21 | 4.4 | 27 | -0.1 | -14
47 | COc1cc([N+](=O)[O-])cc(/C=N/NC(=O)C(C)Nc2ccccc2C)c1O (centres undefined) | -0.1 | 16 | -0.7 | 15
48 | CCOc1cc(Br)c(C2C(C#N)=C(N)Oc3n[nH]c(C)c32)cc1OC (centres undefined) | -1.4 | -10 | -0.1 | 3
49 | CCCOc1ccc2oc(=O)c3c(c2c1)CCCN3C(=O)CN1CC(C)CC(C)C1 (centres undefined) | -1.1 | 14 | 0.4 | 9
50 | CCCCCSc1nnc2c(n1)OC(c1ccc(OC)cc1)N(C(C)=O)c1ccccc1-2 (centres undefined) | 0.1 | 10 | 0.1 | 6
51 | COc1ccc(N2CCN(C(=O)c3ccc4c(c3)C(=O)N(c3ccccn3)C4=O)CC2)cc1 | -0.6 | 3 | 0.0 | 9
52 | O=c1c2c(-c3ccccc3)csc2ncn1/N=C/c1cccc([N+](=O)[O-])c1O | -0.9 | -6 | 0.8 | -21
53 | O=C(Nc1ccccc1F)N[C@H]1C[C@H]2C(=O)N[C@H](Cc3ccccc3)C(=O)N2C1 | -0.4 | 10 | -0.2 | -1
54 | CCC(Sc1nnc(-c2ccc(OC)cc2)c(-c2ccc(OC)cc2)n1)C(=O)NC1CCCC1 (centres undefined) | -0.3 | -5 | -0.1 | 12
55 | O=C(/N=C1\NC(=O)C(F)(C(F)(F)F)S1)NC1CCCCC1 (centres undefined) | 2.6 | 7 | -0.2 | -8
56 | Cc1c(C(=O)NC2CCCCC2)sc2ncnc(N3CCN(c4ccccc4F)CC3)c12 | 0.6 | 10 | -0.3 | 14
57 | Cc1ccc(S(=O)(=O)N2CCN(c3ccc(C(N)=O)cc3[N+](=O)[O-])CC2)cc1 | 3.9 | 37* | -0.1 | -1
58 | COc1ccc(/C=N/Nc2nc3ccccc3s2)c(OC)c1OC | -0.3 | 28 | 0.0 | -8
59 | NC(=O)c1ccc2[nH]nc(-c3cccc(OCCN4CCCCC4)c3)c2c1 | -1.5 | 16 | 0.1 | 10
60 | C=CCN1C(=O)/C(=C/c2cc(OC)c(OC(C)=O)c([N+](=O)[O-])c2)SC1=S | 2.1 | 1 | -0.7 | 35

(cont.)
cpd	mol	GPR151 ag	TEAD-YAP inh	FBW7 activator	MITF inh
61	COc1ccc(-c2ccc(=O)n(CC(=O)NCC3OCCc4ccccc43)n2)cc1OC (centres undefined)	-0.8	1	0.0	-10
62	N/C(=N\OC(=O)c1ccccc1I)c1cccnc1	-0.1	-57	-0.1	-12
63	CCOC(=O)C1=C(C)N=c2s/c(=C/C=C/c3ccccc3)c(=O)n2C1c1ccc(C)cc1 (centres undefined)	-0.6	9	0.1	12
64	O=C(NCc1ccccc1)N1CCC(CN2CCOCC2)CC1	1.0	7	-0.1	1
65	CC(=O)c1ccc(COC(=O)CCC(=O)Nc2cccc([N+](=O)[O-])c2)cc1	0.2	12	0.2	5
66	COc1ccc(CC2CCC(=O)O2)c(OC)c1 (centres undefined)	0.8	11	-0.1	7
67	CCOC(=O)C1=CN(c2cc(C)cc(C)c2)C=C(C(=O)OCC)C1c1cccc(F)c1	0.9	-9	0.0	-10
68	CN1CCCN(C(=O)C2CC23CCN(CC(c2ccccc2)c2ccccc2)CC3)CC1 (centres undefined)	1.9	-3	-0.1	-5
69	CC(CO)(CO)NC(=O)C(=O)Nc1ccccc1	-0.5	-56	0.0	-11
70	COc1cc2c(cc1NC(=O)CN1CCN(c3ccccc3)CC1)oc1ccccc12	0.8	1	-0.3	-1
71	CC(C)n1cnc2c(NCc3ccccc3)nc(NCCN3CCOCC3)nc21	2.0	-1	0.1	0
72	CSc1nnc2c(n1)OC(c1cn(C)c3ccccc13)N(C(C)=O)c1ccccc1-2 (centres undefined)	-0.8	4	0.4	8

Among those listed so far, these have a halogen:
cpd	mol	GPR151 ag	TEAD-YAP inh	FBW7 activator	MITF inh
1	O=C(CSc1nccn1-c1ccccc1)Nc1ccc(Br)cc1	-0.1	-31	-0.1	1
2	CCOc1ccccc1NC(=O)c1ccc(F)c(S(=O)(=O)N(CC)CC)c1	-0.4	-3	-0.1	7
7	O=C(O)/C=C/C(=O)Nc1ccc(Cl)cc1	-2.0	1	0.1	12
13	O=S(=O)(c1cccc(Cl)c1Cl)N1CCCCC1	-1.3	-3	0.0	-8
18	CC(=O)NC1=NC(=O)/C(=C/c2cn(Cc3ccc(Cl)c(Cl)c3)nc2-c2ccccc2)S1	1.1	-3	-0.1	-3
29	Cc1cc(C(=O)COC(=O)c2ccc(Cl)cc2N)c(C)n1-c1ccc2c(c1)OCO2	-0.2	-5	-0.3	7
30	CCOC(=O)C1CCCN(S(=O)(=O)c2ccc(F)c(C(=O)Nc3ccc(Br)cc3F)c2)C1 (centres undefined)	-1.5	-5	-0.1	-1
33	O=C(CN1CCN(S(=O)(=O)c2cccc([N+](=O)[O-])c2)CC1)Nc1cccc(F)c1	-1.5	8	-0.1	-4
37	O=C(COC(=O)c1ccc(Cl)cc1[N+](=O)[O-])NC1CC1	-1.0	-1	0.0	-2
38	O=C(c1ccc(Br)cc1)c1cc2ccc(O)cc2oc1=O	-5.7	-8	0.0	-6
39	O=C(Nc1cccc(C(F)(F)F)c1)c1cc([N+](=O)[O-])ccc1NCc1cccnc1	0.3	0	0.1	10
42	Cc1ccc(-c2nc3scc(CCNC(=O)C(=O)Nc4ccc(Cl)cc4)n3n2)cc1	1.2	1	0.3	11
43	O=c1cc(C(F)(F)F)nc2nc[nH]n12	-0.6	-1	0.1	9
44	O=C(/C=C/c1ccc(F)cc1)Nc1ccccc1F	-9.1	79*	0.1	10
45	O=C1COc2ccc(NCC(O)C(F)(F)F)cc2N1 (centres undefined)	3.4	6	-0.1	2
48	CCOc1cc(Br)c(C2C(C#N)=C(N)Oc3n[nH]c(C)c32)cc1OC (centres undefined)	-1.4	-10	-0.1	3
53	O=C(Nc1ccccc1F)N[C@H]1C[C@H]2C(=O)N[C@H](Cc3ccccc3)C(=O)N2C1	-0.4	10	-0.2	-1
55	O=C(/N=C1\NC(=O)C(F)(C(F)(F)F)S1)NC1CCCCC1 (centres undefined)	2.6	7	-0.2	-8
56	Cc1c(C(=O)NC2CCCCC2)sc2ncnc(N3CCN(c4ccccc4F)CC3)c12	0.6	10	-0.3	14
62	N/C(=N\OC(=O)c1ccccc1I)c1cccnc1	-0.1	-57	-0.1	-12
67	CCOC(=O)C1=CN(c2cc(C)cc(C)c2)C=C(C(=O)OCC)C1c1cccc(F)c1	0.9	-9	0.0	-10
